Screening results (PubChem)
LEDGF integ inh – blocks HIV-1 LEDGF/p75-dependent DNA integration. TR-FRET IN-LEDGF/p75 DNA integration, Eu/Cy5. inhibition, % at 3.7 µM. 370,000 tested, 0.64% active;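 active = inhibition above the screen-wide mean plus 3 SD, cut at about 13% in these data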;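 note: signal is the Cy5 over europium emission ratio at 671 and 618 nm; 0% = plate median of compound wells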
MBD2 DNA inh – blocks human MBD2 binding to methylated DNA | Q9UBB5 | TR-FRET, MBD2 binding to methylated oligonucleotide | inhibition, % at 4.4 µM | 370,000 tested, 0.31% active | AID 686964; in the data active = inhibition above about 13%
PRMT1 inh – blocks human protein arginine methyltransferase 1; inhibition, % at 2.79 µM; AID 652257; Q99873; 370,000 tested, 1.3% active; recombinant PRMT1, activity-based probe fluorescence polarization;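 active = inhibition above about 21% made by adding two undisclosed values, limit read from the data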
Target sequence (Q99873 whole entry, looked up): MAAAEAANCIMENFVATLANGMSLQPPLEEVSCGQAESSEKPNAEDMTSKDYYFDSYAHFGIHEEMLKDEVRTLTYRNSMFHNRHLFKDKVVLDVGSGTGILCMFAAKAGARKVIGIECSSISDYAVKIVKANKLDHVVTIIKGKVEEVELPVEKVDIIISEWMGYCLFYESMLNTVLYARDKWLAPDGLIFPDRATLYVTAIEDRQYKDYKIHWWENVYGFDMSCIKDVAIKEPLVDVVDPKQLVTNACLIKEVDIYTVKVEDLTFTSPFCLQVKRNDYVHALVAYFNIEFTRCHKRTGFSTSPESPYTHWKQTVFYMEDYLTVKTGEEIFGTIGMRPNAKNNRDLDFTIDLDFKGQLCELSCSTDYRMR
SIAE primary – human SIAE inhibition, primary screen. inhibition, % at 9.66 µM. Q9HAT2. 370,000 tested, 0.69% active. SIAE FP-Rh probe binding, fluorescence polarization;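 active = inhibition above a cutoff: mean of compounds within the control limits plus 3 SD of those, cut at about 17% in these data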;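 note: 0% = plate median of compound wells and 100% = probe without SIAE protein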
rCAG binder – r(CAG) repeat RNA binding. TO-PRO-1 dye displacement fluorescence. inhibition, % at 3 µM. 370,000 tested, 1.3% active;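 active = inhibition above the plate cutoff, the mean of all test compounds on that plate plus 3 SD, cut at about 35% in these data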;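 note: 0% = DMSO alone and 100% = 100 µM mitoxantrone as full dye displacement; higher means more dye released from RNA so lower well fluorescence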
NPR2 activator – GC-B (human) receptor activation; 370,000 tested, 0.11% active; HEK293-GC-B cells, CNP EC30, cGMP TR-FRET; 0% at EC30 CNP, 100% saturating CNP; activation, % at 10 µM; P20594;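 active = activation at 10 µM reaching about 35% in either raw or pattern-adjusted values, limit read from the data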
ABHD4 inh – inhibits mouse alpha/beta hydrolase domain 4; Q8VD66; purified mABHD4, FP-Rh probe fluorescence polarization; inhibition, % at 8.92 µM; 370,000 tested, 0.54% active; AID 720543;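 active = inhibition exceeding the mean over every tested compound plus 3 SD, cut at about 30% in these data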;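 note: 0% = plate median of compound wells and 100% = S159A mutant with DMSO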
Target sequence (Q8VD66 whole entry, looked up, the tested form may be a part): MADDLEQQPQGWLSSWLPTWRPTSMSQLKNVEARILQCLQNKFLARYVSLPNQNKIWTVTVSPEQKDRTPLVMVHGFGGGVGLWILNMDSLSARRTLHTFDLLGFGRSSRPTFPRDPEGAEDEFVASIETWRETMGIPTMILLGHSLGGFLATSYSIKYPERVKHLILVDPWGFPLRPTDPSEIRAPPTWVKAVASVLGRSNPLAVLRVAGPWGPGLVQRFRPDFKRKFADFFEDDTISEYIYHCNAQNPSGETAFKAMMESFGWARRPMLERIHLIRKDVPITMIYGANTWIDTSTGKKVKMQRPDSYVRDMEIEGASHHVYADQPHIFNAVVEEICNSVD
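Assay system: mouse ABHD4 enzyme, wild type / Also added: fluorescent activity-based probe FP-Rh / Doses: single nominal dose of 8.92 µM, 0.89% DMSO final / Timing: 45 min compound pre-incubation plus 60 min probe step, 25 °C / Signal: FP readout, ex 525 nm / em 598 nm / Control set: S159A mutant/DMSO as 100%, compound-well median as 0%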
TDP2 inh – blocks human TDP2 phosphodiesterase activity; 370,000 tested, 0.34% active; AID 720702; inhibition, % at 12.8 µM; recombinant TDP2, T5PNP hydrolysis, p-nitrophenol absorbance 415 nm; O95551;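 active = inhibition above the mean of all tested compounds plus 3 SD, set per campaign, cut at about 25% in these data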;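 note: 0% = DMSO with enzyme and 100% = buffer with substrate but no TDP2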
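Incubation: 2 h at 37 °C; Test system: recombinant human TDP2; Quantity: enzyme 120 nM; Read-out basis: percent inhibition; Medium: 50 mM Tris-HCl pH 7.5 with Mg2+, KCl, DTT, BSA; Repeats: single replicate; Compound: 12.8 µM single point, 1% DMSO; Signal: epi absorbance; Reagent: 5 mM T5PNP chromogenic substrate; Benchmarks: no-enzyme high, DMSO-plus-enzyme low.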
TCR CD3 inh – human TCR-CD3 binding inhibition | 360,000 tested, 0.37% active | TAMRA-labeled TCR probe fluorescence, biochemical | inhibition, % at 9.4 µM; in the data active = inhibition above about 19%;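 note: recombinant mutant TCR 2C K166C tagged with TAMRA read by polarization; 0% = receptor in buffer alone and 100% = receptor with positive control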
HTRA1 inhibitor – blocks human HTRA1 serine peptidase | AID 504803 | 340,000 tested, 0.5% active | inhibition, % at 5.96 µM | recombinant HTRA1, FP-rhodamine activity-based probe, fluorescence polarization | Q92743; in the data active = inhibition above about 36%;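 note: 0% = enzyme with DMSO and 100% = wells lacking enzyme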
Starred values were filed as active, the others as inactive. This is a subset. The share of hits here may be higher or lower than overall.

How did O=C(Nc1cccc(C(F)(F)F)c1)n1cc(-c2ccccn2)c(N2CCOCC2)n1 do in these assays?
LEDGF integ inh: 5; MBD2 DNA inh: 3; PRMT1 inh: -3; SIAE primary: -1; rCAG binder: -1; NPR2 activator: 2; ABHD4 inh: -8; TDP2 inh: 1; TCR CD3 inh: 0; HTRA1 inhibitor: -9

What do the screens show for `CC[C@@H](C(=O)n1nc(C)cc1C)[C@H](NS(=O)(=O)c1ccc(C)cc1)c1ccccc1`?
LEDGF integ inh: 1; MBD2 DNA inh: -6; PRMT1 inh: 2; SIAE primary: 0; rCAG binder: -7; NPR2 activator: -10; ABHD4 inh: -28; TDP2 inh: 9; TCR CD3 inh: -7; HTRA1 inhibitor: -4

What do the screens show for `COCc1c(C(=O)NCc2ccccc2CN2CCCC2)oc2ccccc12`?
LEDGF integ inh: 3; MBD2 DNA inh: -1; PRMT1 inh: -2; SIAE primary: 6; rCAG binder: -5; NPR2 activator: 1; ABHD4 inh: 1; TDP2 inh: 8; TCR CD3 inh: 3; HTRA1 inhibitor: -3

What do the screens show for `CCC(=O)c1ccc(OC(=O)/C=C/c2cc(OC)c(OC)c(OC)c2)cc1`?
LEDGF integ inh: 1; MBD2 DNA inh: 5; PRMT1 inh: -5; SIAE primary: 0; rCAG binder: -2; NPR2 activator: 0; ABHD4 inh: 1; TDP2 inh: 0; TCR CD3 inh: 3; HTRA1 inhibitor: 5

What do the screens show for `CC(=O)Cn1ncc(N2CCCCC2)c(Cl)c1=O`?
LEDGF integ inh: 5; MBD2 DNA inh: -5; PRMT1 inh: -3; SIAE primary: -3; rCAG binder: 1; NPR2 activator: 3; ABHD4 inh: -3; TDP2 inh: 4; TCR CD3 inh: 3; HTRA1 inhibitor: 2

Results for Cc1ccccc1-c1cccc([C@@H]2C[C@H]3[C@H](CON3C)CN2C(=O)C(C)(C)C)c1 ?
LEDGF integ inh: -4; MBD2 DNA inh: -4; PRMT1 inh: -2; SIAE primary: -1; rCAG binder: -2; NPR2 activator: 2; ABHD4 inh: -2; TDP2 inh: 1; TCR CD3 inh: 1; HTRA1 inhibitor: 5

What do the screens show for `O=S1(=O)N[C@H](c2ccccc2)COc2cc(Br)ccc21`?
LEDGF integ inh: -1; MBD2 DNA inh: -3; PRMT1 inh: 0; SIAE primary: -3; rCAG binder: 2; NPR2 activator: 2; ABHD4 inh: -6; TDP2 inh: 1; TCR CD3 inh: -4

What do the screens show for `CC(=O)c1ccc(NC(=O)C(C)Sc2nnc(C3CC3)n2C2CC2)cc1` (stereo unspecified)?
LEDGF integ inh: -4; MBD2 DNA inh: -3; PRMT1 inh: 5; SIAE primary: -4; rCAG binder: -2; NPR2 activator: -1; ABHD4 inh: 6; TDP2 inh: 12; TCR CD3 inh: -6; HTRA1 inhibitor: 4

What do the screens show for `Cc1ccccc1-c1noc(-c2ccccc2F)n1`?
LEDGF integ inh: 1; MBD2 DNA inh: 2; PRMT1 inh: 3; SIAE primary: 3; rCAG binder: -1; NPR2 activator: -6; ABHD4 inh: 0; TDP2 inh: 8; TCR CD3 inh: 7; HTRA1 inhibitor: -3

Results for O=C1c2cccnc2C(O)N1Cc1ccco1 (stereo unspecified) ?
LEDGF integ inh: -1; MBD2 DNA inh: 0; PRMT1 inh: 0; SIAE primary: -7; rCAG binder: 4; NPR2 activator: 3; ABHD4 inh: -3; TDP2 inh: 5; TCR CD3 inh: 6; HTRA1 inhibitor: -3

How did COCC(COCCCNC(=O)Nc1ccc(Br)cc1)OC (stereo unspecified) do in these assays?
LEDGF integ inh: 2; MBD2 DNA inh: -1; PRMT1 inh: 0; SIAE primary: 4; rCAG binder: 1; NPR2 activator: 2; ABHD4 inh: -4; TDP2 inh: 10; TCR CD3 inh: 3; HTRA1 inhibitor: 2

Results for COc1ccc(C(NC(=O)C2CCN(CCOc3ccc(Cl)cc3Cl)CC2)c2ccccn2)cc1 (stereo unspecified) ?
LEDGF integ inh: -2; MBD2 DNA inh: 1; PRMT1 inh: -3; SIAE primary: -3; rCAG binder: 4; NPR2 activator: -3; ABHD4 inh: 6; TDP2 inh: 2; TCR CD3 inh: 1

Results for COc1ccc(OC)c2[nH]c(=O)c(CCNS(=O)(=O)c3ccccc3)cc12 ?
LEDGF integ inh: 2; MBD2 DNA inh: 1; PRMT1 inh: 1; SIAE primary: 1; rCAG binder: -2; NPR2 activator: -6; ABHD4 inh: -9; TDP2 inh: 2; TCR CD3 inh: -9; HTRA1 inhibitor: -5

What do the screens show for `O=C(CCC1CCCN(C(=O)CCCc2ccccc2)C1)N1CCN(c2ccccn2)CC1` (stereo unspecified)?
LEDGF integ inh: 1; MBD2 DNA inh: -3; PRMT1 inh: -2; SIAE primary: 1; rCAG binder: -10; NPR2 activator: 5; ABHD4 inh: 4; TDP2 inh: -13; TCR CD3 inh: 7; HTRA1 inhibitor: 5

What do the screens show for `O=C(Cc1cccc(NC(=O)C2CCCN(C(=O)C3CC3)C2)c1)Nc1ccc(C(=O)N2CCOCC2)cc1` (stereo unspecified)?
LEDGF integ inh: 2; MBD2 DNA inh: 2; PRMT1 inh: 0; SIAE primary: 6; rCAG binder: 4; NPR2 activator: -6; ABHD4 inh: 1; TDP2 inh: 8; TCR CD3 inh: -4; HTRA1 inhibitor: 1

How did CCN(CC(=O)Nc1ccc(NC(C)=O)cc1)C(=O)CSc1ncnc2sc(C)c(C)c12 do in these assays?
LEDGF integ inh: 1; MBD2 DNA inh: 1; PRMT1 inh: 9; SIAE primary: -3; rCAG binder: 5; NPR2 activator: 12; ABHD4 inh: 0; TDP2 inh: -4; TCR CD3 inh: -5; HTRA1 inhibitor: 5

Results for Cc1cc(NCCN2CCOCC2)n2nc(C)c(-c3ccccc3)c2n1 ?
LEDGF integ inh: 1; MBD2 DNA inh: 5; PRMT1 inh: -3; SIAE primary: -2; rCAG binder: -8; NPR2 activator: 0; ABHD4 inh: 2; TDP2 inh: 7; TCR CD3 inh: 3; HTRA1 inhibitor: -5

What do the screens show for `O=S(=O)(NC(=S)NC1CCCCC1)c1ccccc1`?
LEDGF integ inh: -2; MBD2 DNA inh: 1; PRMT1 inh: 2; SIAE primary: 0; rCAG binder: 1; NPR2 activator: 4; ABHD4 inh: -1; TDP2 inh: 12; TCR CD3 inh: -3; HTRA1 inhibitor: 0

Results for COc1cccc(/C=C/c2ccccn2)c1O ?
LEDGF integ inh: -4; MBD2 DNA inh: 2; PRMT1 inh: 0; SIAE primary: 1; rCAG binder: -6; NPR2 activator: -6; ABHD4 inh: -1; TDP2 inh: 2; TCR CD3 inh: 4; HTRA1 inhibitor: 3

How did CCc1ccc(/C([O-])=C(/C(=S)NCCN2CCOCC2)[n+]2ccccc2)cc1 do in these assays?
LEDGF integ inh: 6; MBD2 DNA inh: -5; PRMT1 inh: 2; SIAE primary: 4; rCAG binder: 2; NPR2 activator: 2; ABHD4 inh: -8; TDP2 inh: -5; TCR CD3 inh: -6; HTRA1 inhibitor: 0

How did Cc1ccccc1OCC(=O)N/N=C1\CC(=O)CC(C)(C)C1 do in these assays?
LEDGF integ inh: 3; MBD2 DNA inh: -2; PRMT1 inh: -5; SIAE primary: 4; rCAG binder: 4; NPR2 activator: 0; ABHD4 inh: -6; TDP2 inh: -3; TCR CD3 inh: 7; HTRA1 inhibitor: 3

How did O=C1NC[C@@H](CCCCN2CCN(Cc3ccccc3)C(=O)C2=O)N(CC2CCCCC2)C1=O do in these assays?
LEDGF integ inh: 3; MBD2 DNA inh: 6; PRMT1 inh: 4; SIAE primary: 11; rCAG binder: 1; NPR2 activator: 2; ABHD4 inh: -10; TDP2 inh: -2; TCR CD3 inh: 0

Results for CCOC(=O)c1ccccc1NC(=O)c1cc2ccccc2o1 ?
LEDGF integ inh: -6; MBD2 DNA inh: -5; PRMT1 inh: 3; SIAE primary: -3; rCAG binder: 4; NPR2 activator: -9; ABHD4 inh: 2; TDP2 inh: -3; TCR CD3 inh: -4; HTRA1 inhibitor: -2

What do the screens show for `Cc1ccc(S(=O)(=O)N[C@H]2CCC[C@@H]2O)cc1`?
LEDGF integ inh: -2; MBD2 DNA inh: 1; PRMT1 inh: 2; SIAE primary: 0; rCAG binder: 1; NPR2 activator: 1; ABHD4 inh: -3; TDP2 inh: -3; TCR CD3 inh: 3

How did Cc1cc2c(ncn2C(C)C)c(NS(=O)(=O)c2ccc(F)cc2)c1C do in these assays?
LEDGF integ inh: 0; MBD2 DNA inh: 4; PRMT1 inh: 0; SIAE primary: 0; rCAG binder: -3; NPR2 activator: 5; ABHD4 inh: 0; TDP2 inh: -3; TCR CD3 inh: 2; HTRA1 inhibitor: 2

Results for COc1ccccc1C#Cc1ccc2c(=O)c3ccccc3n(C)c2c1 ?
LEDGF integ inh: -1; MBD2 DNA inh: 1; PRMT1 inh: 3; SIAE primary: -16; rCAG binder: 9; NPR2 activator: 6; ABHD4 inh: -3; TDP2 inh: 6; TCR CD3 inh: 3; HTRA1 inhibitor: -9

What do the screens show for `Cc1ccc(CCNC(=O)C2CCN(C(=O)c3sccc3-n3cccc3)CC2)cc1`?
LEDGF integ inh: 0; MBD2 DNA inh: 0; PRMT1 inh: 0; SIAE primary: 7; rCAG binder: -5; NPR2 activator: 1; ABHD4 inh: -6; TDP2 inh: 9; TCR CD3 inh: 6; HTRA1 inhibitor: -1

What do the screens show for `CCOc1ccc(N2CC(C(=O)Nc3ccc(S(=O)(=O)Nc4ncccn4)cc3)CC2=O)cc1` (stereo unspecified)?
LEDGF integ inh: 1; MBD2 DNA inh: 2; PRMT1 inh: 1; SIAE primary: 2; rCAG binder: 9; NPR2 activator: 0; ABHD4 inh: -6; TDP2 inh: -16; TCR CD3 inh: 7; HTRA1 inhibitor: 0

How did O=[N+]([O-])c1cccc(-c2nnc(C3CC3)o2)c1 do in these assays?
LEDGF integ inh: 4; MBD2 DNA inh: 3; PRMT1 inh: -3; SIAE primary: 11; rCAG binder: 0; NPR2 activator: -6; ABHD4 inh: 2; TDP2 inh: 4; TCR CD3 inh: 0; HTRA1 inhibitor: 1

What do the screens show for `CCOC(=O)CN1C(=O)N[C@@H](CCc2ccccc2)C(C(C)=O)=C1C`?
LEDGF integ inh: 1; MBD2 DNA inh: 8; PRMT1 inh: -1; SIAE primary: 8; rCAG binder: 0; NPR2 activator: 5; ABHD4 inh: 6; TDP2 inh: 4; TCR CD3 inh: -6
